High-throughput results: PubChem BioAssay, National Center for Advancing Translational Sciences (NCATS)
p53ts 32C tox: qHTS Screen for Compounds that Selectively Target Cancer Cells with p53 Mutations: Cytotoxicity of p53ts Cells at the Permissive Temperature; H1299-p53A138V at 32C, ATP luminescence viability, 24 h; Potency, µM (doses to about 46.1 µM), for inactives: top-dose activity change, negative = cytotoxicity, hits mostly cytotoxic; 0.93% of 130,000 active; AID 924, 2007;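 further: 0% = DMSO and -100% = full killing by reference compound; nearly all actives have a fitted effect of over 55% in size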
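H1299-p53 A138V cells (temperature-sensitive p53) exposed 24 h to up to 46 uM compound at 32C, where p53 is wild-type in conformation. Viability read as ATP luminescence and normalised to DMSO and 100 uM tamoxifen. AC50 fitted with the Hill equation.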
p53ts 39C tox: qHTS Screen for Compounds that Selectively Target Cancer Cells with p53 Mutations: Cytotoxicity of p53ts Cells at the Nonpermissive Temperature. AID 902, 2007. 1.5% of 130,000 active. Potency, µM (series often up to 46.1 µM), for the others: at the top dose activity change, negative = cell killing, actives largely listed as cytotoxic. H1299-p53A138V viability at 39C, ATP luminescence, 24 h; further: nearly all actives have a fitted effect of over 55% in size
IkB sig inh: IkB Signaling. ABC-DLBCL IkBa-CBG/CBR dual luciferase ratio, 4 h; response scale: scaled: untreated 0%, proteasome inhibitor 100%. AID 445, 2006. Potency, µM (top dose mostly 57.1 µM), for inactives: at the top dose IkBa stabilization activation. 0.04% of 110,000 active; active means well fitted curve in the direction sought with a large enough effect in the signal ratio, not every such curve was filed as active; inconclusive means small, poorly fitted or top-dose-only effect, or a change in a side signal; the % refers to the signal ratio;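 further: the direction sought is a rising ratio; 0% = basal untreated cells and 100% = reference inhibitor full response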
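In this assay, an IκBα–CBG68 fusion accumulates when IKK-driven degradation is blocked; native CBR normalizes for cell number. OCI-Ly3 cells were treated 4 h with compound and doxycycline, then green and red light read after Chroma-Glo addition.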
Peg3 imprint: qHTS Assay for Compounds that Induce Erasure of Genomic Imprints. Potency, µM (titrated, usually from 60.7 µM), without a hit: at the top dose activity change, positive = activation, hits mostly activators. mouse ES Peg3-LacZ reporter, beta-gal luminescence, 40 h. 0.02% of 110,000 active. AID 1948, 2009;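 further: 0% = negative control wells on the plate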
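Readout: BetaGlo luminescence (5 min, room temp) for LacZ from the normally silent maternal Peg3 allele in female Peg3LacZ-Neo ES cells. Cells 300/well, 40 h, 37C, 5% CO2. Data normalized per plate to negative controls.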
The depositor's hits bear a star; u = inconclusive; x = not tested or not shown; [ ] = remark or other dose. Unless noted, the call rests on the fitted dose curve; in most records, active means well fitted curve in the direction sought with a large enough effect; inconclusive means small, poorly fitted or top-dose-only effect, or another doubt; inactive means no such curve, though single readings can be large; an effect the other way counts as inactive or inconclusive. Unless noted, on the % scale 0 is the no-effect control and ±100 the full control effect; potency means the concentration at half of the fitted maximal effect.

SMILES	p53ts 32C tox	p53ts 39C tox	IkB sig inh	Peg3 imprint
FC(F)(F)c1cc(-c2ccco2)nc(NCc2cccnc2)n1	16.9%	5.6%	3.3%	11.4%
Cn1c(C(C#N)C(=O)c2ccco2)nc2ccccc21 (stereo not drawn)	-29.8%	u	5.2%	-21.1%
CCN(CC)C(=O)CP(=O)(c1ccccc1)c1ccccc1	14.3%	2.7%	0.8%	-11.1%
O=C(Nc1ccc(Cl)cc1)c1cc2c(Cl)nc3ccccc3c2s1	0.0%	-19.1%	-1.6%	-5.9%[10.9 µM]
CCOC(=O)c1ccc(CN(Cc2ccc(Cl)cc2Cl)S(=O)(=O)c2ccc(F)c(C)c2)cc1	-1.6%	-26.6%	u	-17.0%[10.9 µM]
COc1ccc(CN(Cc2ccccn2)C(=O)CN2C(=O)COc3ccccc32)cc1	-5.0%	0.4%	-0.5%	-3.3%
Cc1ccc(NS(=O)(=O)c2cc(C(=O)N3CCOCC3)ccc2C)cc1C	3.8%	5.6%	0.9%	2.9%
Cc1cc(NC(=O)CSc2ccc3nnc(-c4cccs4)n3n2)no1	8.5%	-5.1%	2.9%	-6.4%
O=C(Cc1ccc(Cl)c(Cl)c1)OCCN1CCCC1	6.3%	14.8%	-0.6%	-7.9%
CC(C)CC(=O)Nc1ccc(C(=O)OCc2cc(=O)n3nc(C4CCCCC4)sc3n2)cc1	2.2%	26.9%	-4.2%	6.9%[10.9 µM]
Cc1ccc(C)c(S(=O)(=O)C(C#N)c2nc3ccccc3nc2N2CCOCC2)c1 (stereo not drawn)	-19.1%	7.5%	2.5%	0.0%
CC1(C)C(=O)OC(c2cc(Br)ccc2O)C(C)(C)C1=O (stereo not drawn)	-4.7%	-1.1%	-1.4%	-4.2%
CC(=NCCCn1ccnc1)C1=C(O)c2ccccc2C1=O	1.0%	-6.8%	0.5%	-9.1%
CCn1c(=O)c2cc(C(=O)N3CCOCC3)sc2c2ccccc21	1.5%	-2.5%	6.2%	-1.0%
COc1ccccc1C(c1nnnn1C1CCCC1)N1CCN2CCCC2C1 (stereo not drawn)	-5.6%	-8.5%	0.1%	-4.2%
CCOc1ccc(N(CC)C(=O)c2cc3c(=O)oc4ccccc4c3s2)cc1	-1.4%	-26.8%	0.3%	-9.0%[10.9 µM]
CCC(C)N=C1SCC(C)(/C=N/O)S1 (stereo not drawn)	2.3%	11.9%	-1.9%	-16.5%
CCOCCn1c(SCCc2ccccc2)nc2c1c(=O)[nH]c(=O)n2C	6.1%	11.0%	4.4%	-14.4%
c1cncc(-c2nn3cnnc3s2)c1	5.4%	-0.5%	1.1%	9.1%
Cc1ccc(-n2nnnc2SCC(=O)Nc2ccccc2N2CCCCC2)cc1C	10.1%	0.4%	2.0%	-22.5%
CCOCCCn1c(=N)c(S(=O)(=O)c2ccc(Cl)cc2)cc2c(=O)n3cccc(C)c3nc21	4.5%	3.8%	u	-12.7%[10.9 µM]
COc1ccc(OC)c(-n2nnc3c(sc4nc(C)c(Br)c(C)c43)c2=O)c1	-1.8%	-18.0%	u	-13.0%[10.9 µM]
O=C(Cn1c(=O)n(CCCS(=O)(=O)C2CCCCC2)c(=O)c2ccccc21)Nc1ccccc1C(F)(F)F	12.1%	9.3%	-2.0%	-2.7%[10.9 µM]
Cc1cc(F)ccc1NC(=O)CS(=O)(=O)c1cccc2nsnc12	14.6%	0.0398µM*	1.3%	-8.2%[10.9 µM]
CCC1Oc2ccc(Cl)cc2N(CC(=O)NCCc2ccc(Cl)cc2)C1=O (stereo not drawn)	5.0%	-29.3%	u	-16.3%[10.9 µM]

Next part.
SMILES	p53ts 32C tox	p53ts 39C tox	IkB sig inh	Peg3 imprint
COc1ccc(-n2c(SC)nc3sc4c(c3c2=O)CCN(C(C)=O)C4)cc1	4.0%	10.1%	1.8%	-4.1%[10.9 µM]
O=C(NCCCN1CCOCC1)c1ccc(-n2c(=O)c(=O)[nH]c3ccccc32)cc1	8.4%	1.3%	x	x
Brc1ccc(-c2csc(-c3nc(-c4ccc(Br)s4)cs3)n2)cc1	8.1%	17.0%	2.0%	-8.0%[10.9 µM]
Cc1ccc2c(c1)N(CCC(=O)NCc1cccnc1)C(=O)CO2	-5.3%	8.0%	0.0%	2.9%
O=C(CC1(O)C(=O)Nc2ccc(Br)cc21)c1ccc2c(c1)OCO2 (stereo not drawn)	12.6%	-12.1%	1.3%	-3.6%
O=C(NC1CCS(=O)(=O)C1)C12CC3CC(CC(C3)C1)C2 (stereo not drawn)	-11.1%	-8.8%	x	x
Cc1cccc(NC(=O)N2CCN(Cc3ccccc3)CC2)c1	2.3%	9.8%	x	x
COc1ccc(S(=O)(=O)N(CC(=O)Nc2cc(C)ccc2OC)Cc2ccccc2)cc1	-3.0%	-17.7%	u	-11.5%[10.9 µM]
COc1ccc(C2CC(=O)c3c([nH]c(C(=O)OC(C)C)c3C)C2)cc1OC (stereo not drawn)	3.0%	0.0%	-0.1%	-10.4%
COc1ccc(-c2noc(-c3ccccc3C(=O)Nc3cccc(OC)c3)n2)cc1	-5.1%	-21.8%	u	-23.4%
COc1cccc(-c2nc(S(=O)(=O)c3ccccc3)c(NCc3ccccc3)o2)c1	7.0%	22.5%	u	-19.0%[10.9 µM]
COc1cccc(C(=O)Nc2ccc(C(=O)OCc3cc(=O)n4cc(C)sc4n3)cc2)c1	-5.2%	-20.7%	-0.8%	-55.4%[inhibitor][10.9 µM]
COc1ccc(CN2CN(C(C)C)CSC2=S)cc1	4.0%	2.9%	0.7%	10.3%
Clc1ccc(C2[C@H]3CN(Cc4ccc(-c5ccccc5)cc4)[C@H](c4ccccc4)C34CC2(c2ccccc2)C4)cn1 (stereo partly drawn)	1.6%	2.1%	x	-7.6%
COc1ccccc1NC(=O)Cn1cc(C(=O)c2ccncc2)c(=O)c2cc(C)ccc21	5.9%	-3.8%	u	-1.3%[10.9 µM]
CCc1nc2c(c(=O)[nH]1)C1(CCCC1)Cc1ccccc1-2	2.2%	-2.7%	0.7%	-11.8%
CCOC(=O)c1cc(OC(=O)c2cc(OC)cc(OC)c2)n(-c2ccccc2)n1	-3.6%	11.0%	-1.6%	6.8%[10.9 µM]
Cc1cccc(C(=O)NC2(C(F)(F)F)N=C(c3ccccc3)N(C3CCCCC3)C2=O)c1 (stereo not drawn)	-5.2%	10.5%	-1.3%	-4.3%[10.9 µM]
Cc1ccc(Cl)cc1N1CCN(C(=O)CN2C(=O)COc3ccc(S(=O)(=O)N4CCC(C)CC4)cc32)CC1	8.6%	-3.1%	u	-20.1%[10.9 µM]
CCN(CC)S(=O)(=O)c1ccc(C(=O)NC2=C(C(=O)OC)SCC2)cc1	4.8%	-8.8%	2.4%	-19.4%
O=C(Cn1cnc2c(nnn2-c2ccccc2)c1=O)NCC1CCCO1 (stereo not drawn)	-9.8%	12.3%	0.5%	-12.1%
CCOc1ccc(S(=O)(=O)c2c[nH]c3ccccc3c2=O)cc1	3.4%	9.3%	2.3%	-14.9%[10.9 µM]
Cc1ccc(NC(=O)CCN2C(=O)c3ccccc3Sc3ncccc32)cc1	15.4%	-9.2%	-0.3%	-8.6%[10.9 µM]
COc1ccc(C2CC(c3ccccc3)Nc3nc(NC(=O)c4cccs4)nn32)cc1 (stereo not drawn)	7.7%	13.8%	0.2%	2.4%
COC(=O)[C@@]1(Cc2ccc(OC)cc2)[C@@H]2[C@@H](CC(=O)[C@H]2CC(=O)C(=O)N2CCCC2)CN1C(=O)c1ccccc1	6.9%	-0.7%	x	-9.9%

A draw from above in order of molecular weight, ascending.
SMILES	p53ts 32C tox	p53ts 39C tox	IkB sig inh	Peg3 imprint
CCc1nc2c(c(=O)[nH]1)C1(CCCC1)Cc1ccccc1-2	2.2%	-2.7%	0.7%	-11.8%
COc1ccc(CN2CN(C(C)C)CSC2=S)cc1	4.0%	2.9%	0.7%	10.3%
COc1ccc(-n2c(SC)nc3sc4c(c3c2=O)CCN(C(C)=O)C4)cc1	4.0%	10.1%	1.8%	-4.1%[10.9 µM]
O=C(NCCCN1CCOCC1)c1ccc(-n2c(=O)c(=O)[nH]c3ccccc32)cc1	8.4%	1.3%	x	x
COc1cccc(C(=O)Nc2ccc(C(=O)OCc3cc(=O)n4cc(C)sc4n3)cc2)c1	-5.2%	-20.7%	-0.8%	-55.4%[inhibitor][10.9 µM]

Remaining list, next part:
SMILES	p53ts 32C tox	p53ts 39C tox	IkB sig inh	Peg3 imprint
COc1ccc(Br)cc1CNC(=O)c1nn(-c2ccc(C)cc2)c(=O)c2c1c1ccccc1n2C	2.8%	12.5%	-1.7%	-2.7%[10.9 µM]
O=C(NCC1COc2ccccc2O1)C1CCCN(S(=O)(=O)c2cccc3nsnc23)C1 (stereo not drawn)	-0.6%	-24.3%	1.7%	2.6%
CCOC(=O)c1c(C)[nH]c(CCC(=O)Nc2c(Cl)cc(OC)cc2OC)c1C	8.3%	-4.5%	u	3.5%[10.9 µM]
CCc1ccc(C2c3c(-c4ccccc4O)n[nH]c3C(=O)N2Cc2ccncc2)cc1 (stereo not drawn)	41.4%[activator]	1.2%	-3.9%	-4.5%[10.9 µM]
Cn1c(O)c(C=NCC2CCNCC2)c(=O)n(C)c1=O	15.2%	15.9%	x	x
COC(=O)c1ccc(NC(=O)CC2Nc3cc(C)c(C)cc3NC2=O)cc1 (stereo not drawn)	-18.1%	-7.4%	u	-6.2%[10.9 µM]
CCc1ccc(Sc2cc(C(=O)NCCCOC(C)C)c3ccccc3n2)cc1	-6.4%	-19.6%	u	17.1%[10.9 µM]
CCOCCCNC(=O)C1c2ccccc2C(=O)N2CCc3ccccc3C12 (stereo not drawn)	14.3%	-3.3%	-0.3%	-8.5%
CCOc1c(OC)cccc1C1CC(=O)Nc2cc3c(cc21)OCCO3 (stereo not drawn)	9.0%	15.4%	-0.5%	-17.3%
COc1ccc(CN(Cc2ccncc2)C(=O)CCC(=O)O)cc1	-1.5%	-16.3%	1.3%	-15.7%
O=C1CCCN1CN(C(=O)c1ccc2c(c1)OCO2)c1ccc(F)cc1	5.4%	14.4%	0.3%	6.9%
COc1ccc(Cc2nnn(CC(=O)O)n2)cc1	-8.0%	0.0%	-0.8%	-7.3%
O=C(N/N=C\c1cccc(O)c1)c1ccncc1	-1.7%[9.22 µM]	-9.1%[9.22 µM]	0.8%[11.4 µM]	-4.8%[10.9 µM]
Cc1ccc(C)c(Cn2c(C(C)O)nc3ccccc32)c1 (stereo not drawn)	10.7%	8.2%	0.3%	-8.8%
CC(=O)[C@@H]1CC[C@@H]2[C@@H]3CC=C4C[C@H](OS(=O)(=O)O)CC[C@@]4(C)[C@H]3CC[C@]21C	6.5%	17.1%	0.7%	x
c1cncc(CNc2ncncc2-c2ccc3c(c2)OCO3)c1	8.9%	-0.4%	2.0%[11.4 µM]	-11.4%
Cc1cc(C)n2nc(Cc3ccccc3)nc2n1	8.4%	3.9%	0.2%	24.6%
COC(=O)c1ccc2c(c1)NC(=O)C1CCCN21 (stereo not drawn)	-0.4%	-0.9%	2.0%	-5.5%
CCOC(=O)c1c(NC(C)=O)c2c3c(sc2n1Cc1cccc(Cl)c1)CCCC3	13.5%	19.2%	u	-5.1%[10.9 µM]
O=C(O)C[C@@H](C(=O)O)C1c2ccccc2-c2ccccc21	7.5%[9.22 µM]	2.4%[9.22 µM]	-0.1%[11.4 µM]	0.2%[10.9 µM]
Cc1occc1C(=O)Nc1ccc2c(c1)CCC2	u	u	3.9%	-87.0%[inhibitor]
CCN1C(C)=C(C(=O)OC)C(c2ccccc2)N2C(=O)[C@@]3(C(=O)OC)O[C@@]12C1C(=O)N(c2ccccc2)C(=O)C13 (stereo partly drawn)	1.0%[9.22 µM]	5.7%[9.22 µM]	x	x
COc1ccccc1N(CC(=O)NCCSCc1ccccc1Cl)S(C)(=O)=O	6.5%	2.4%	3.9%	-8.6%[10.9 µM]
Cc1cccc(C(=O)NCC(c2ccc3c(c2)OCO3)N2CCN(c3ccccc3F)CC2)c1 (stereo not drawn)	1.7%	-11.4%	u	6.9%[10.9 µM]
Cc1ccc(S(=O)(=O)N2c3ccc(S(N)(=O)=O)cc3CC2C)cc1 (stereo not drawn)	3.2%	13.6%	0.0%	-16.5%
COc1ccc(-c2ccc(=O)n(CC(=O)N3CCN(c4ccccc4OC)CC3)n2)cc1	22.4%	6.3%	2.0%	-10.9%
